High-throughput results as filed in PubChem.
Hsp90 Hop PPI – changes Hsp90-Hop TPR2A binding signal, up or down. AlphaScreen TPR2A-His6 binding biotin-Hsp90 C-terminal peptide. Potency, µM (highest dose often 57 µM), without a hit: at the top dose activity change, negative = inhibition. 71,000 tested, 0.44% active. AID 595; active = well fitted curve in either direction with a large enough effect; inconclusive = small, poorly fitted or top-dose-only effect, or another doubt; also: potency is read from the fitted curve at half-maximal effect; % is scaled to controls: 0 for no effect and ±100 for the full control effect; many of its hits are not listed in these tables
HBB splicing – modulators of hemoglobin beta chain splicing. AID 925. 65,000 tested, 0.06% active. Potency, µM (highest dose often 46.1 µM), for the others: top-dose activation, usual class: activators. HBB splicing reporter cell assay, activation; EGFP reporter with mutant IVS2-654 intron; response scale: normalised to 500 nM splice-correcting PNA; also: potency is read from the fitted curve at half-maximal effect; 0% is about no effect
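HeLa cells stably expressing EGFP interrupted by mutant beta-globin intron 2 (IVS2-654), 500/well in 2% FCS. Treated with compound for 2 days at 37C. Splicing correction scored as total well GFP intensity (488 nm excitation, 500-520 nm emission); 500 nM antisense PNA served as control.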
BRCT inh green – BRCA1 BRCT-phosphoprotein interaction inhibition; Potency, µM (titrated, usually from 76.9 µM), inactives show at the top dose activity change, negative = inhibition, usual class: inhibitors; BRCA1 BRCT-phosphopeptide binding, green fluorescence polarization; AID 875; P38398; 75,000 tested, 0.05% active;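 also: potency is read from the fitted curve at half-maximal effect; plate controls were peptide without protein for full effect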
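Compounds were incubated for 12 min at room temperature with a complex of 100 nM fluorescein-tagged pBACH1 decapeptide and 250 nM His-tagged BRCT protein. Buffer was phosphate pH 7.3 with EDTA, DTT and Tween 20. Disruption of binding lowers the polarization signal.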
Epigenetic mod – epigenetic GFP locus derepression in mouse cells | mouse C127i GFP locus derepression, cytometry, 30 h | Potency, µM (series often up to 46.1 µM), without a hit: top-dose GFP derepression (activation) | 68,000 tested, 0.09% active; also: % of control where 0% means no effect
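Derepression screen: silenced CMV-GFP reporter in murine C127i cells, 30 h compound incubation at 37 C, washed cells imaged by laser-scanning cytometer to enumerate GFP-expressing objects of 20 to 120 um.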
BRCT inh red – disrupts BRCA1 BRCT binding to phosphoprotein, red fluorophore readout; P38398; BRCT-phosphopeptide binding, red fluorescence polarization; Potency, µM (titrated, usually from 76.9 µM), inactives show at the top dose activity change, negative = inhibition, actives largely listed as inhibitors; 75,000 tested, 0.03% active; AID 892; also: % is scaled to controls: 0 for no effect and ±100 for the full control effect
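Rhodamine-labelled pBACH1 10-mer (100 nM) bound to BRCT domain (100 nM) at pH 7.3; compounds incubated 12 min room temperature, polarization read. Free peptide defines full inhibition; unlabelled decapeptide titrated as control.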
CRE-bla Fsk – CRE-bla signaling modulation under forskolin stimulation; CHO CRE-bla reporter (cAMP response element driving beta-lactamase), forskolin EC10, beta-lactamase ratio; 71,000 tested, 2.5% active; Potency, µM (series often up to 38.2 µM), for inactives: at the top dose activity change, negative = inhibition, usual class: activators; active = well fitted activation curve with a large enough effect in the signal ratio, with a control signal flat, not every such curve was filed as active; inconclusive = small, poorly fitted or top-dose-only effect, or effect the other way, or a change in a side signal; the % refers to the signal ratio; also: potency is read from the fitted curve at half-maximal effect; % of control where 0% means no effect
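Forskolin analogue NKH 477 at EC10 stimulated CRE-driven beta-lactamase in CHO cells alongside compound dilution series. Beta-lactamase was measured with CCF4, excitation 405 nm, emission ratio 460/530 nm.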
ALOX15 inhib – inhibitors of human 15-lipoxygenase (ALOX15); AID 887; purified 15hLO-1, xylenol orange hydroperoxide absorbance; Potency, µM (series often up to 57.1 µM), without a hit: at the top dose activity change, negative = inhibition, hits mostly inhibitors; 74,000 tested, 1.4% active; also: potency is read from the fitted curve at half-maximal effect; % is scaled to controls: 0 for no effect and ±100 for the full control effect; nearly all actives have a fitted effect of over 55% in size
Target sequence (P16050 whole entry, looked up): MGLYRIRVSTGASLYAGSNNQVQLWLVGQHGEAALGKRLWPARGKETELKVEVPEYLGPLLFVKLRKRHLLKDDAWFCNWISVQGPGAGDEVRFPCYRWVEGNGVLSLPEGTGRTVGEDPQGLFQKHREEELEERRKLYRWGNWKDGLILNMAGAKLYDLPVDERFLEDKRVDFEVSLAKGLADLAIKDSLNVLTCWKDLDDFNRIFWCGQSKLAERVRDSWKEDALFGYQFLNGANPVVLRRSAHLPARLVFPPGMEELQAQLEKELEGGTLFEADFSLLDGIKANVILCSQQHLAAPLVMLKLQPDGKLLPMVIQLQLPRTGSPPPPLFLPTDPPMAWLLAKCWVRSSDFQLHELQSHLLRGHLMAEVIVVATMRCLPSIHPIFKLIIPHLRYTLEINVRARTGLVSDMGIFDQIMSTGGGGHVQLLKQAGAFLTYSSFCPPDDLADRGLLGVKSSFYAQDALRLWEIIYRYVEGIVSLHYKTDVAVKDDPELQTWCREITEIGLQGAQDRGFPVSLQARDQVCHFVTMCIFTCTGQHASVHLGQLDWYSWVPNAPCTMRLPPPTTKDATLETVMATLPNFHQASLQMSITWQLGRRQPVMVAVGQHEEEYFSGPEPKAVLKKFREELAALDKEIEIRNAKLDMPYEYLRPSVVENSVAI
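Hydroperoxide formed from arachidonic acid (50 uM) by purified human 15hLO-1 (40 nM) oxidizes ferrous iron, and the ferric-xylenol orange complex is read at 573 versus 405 nm. Compounds were preincubated 15 min; reaction ran 6 min at room temperature.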
4MU fluor – compound fluoresces in the 4-MU spectral region; compound autofluorescence, 340/450 nm, 4-MU equivalents; active compounds read high; max dye-equivalent concentration, M; 59,000 tested, 11% active; in the data active = max dye-equivalent concentration above about 10 nM; inconclusive = mostly about 1.1 nM to 9.6 nM
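Compounds in 100 mM Tris, pH 8.0, sat 15 min at room temperature before fluorescence was read at 340 nm excitation/450 nm emission; a per-plate six-point 4-MU standard curve converted signals to dye-equivalent concentration at each compound concentration.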
UbGFP stabilizer – inhibits proteasome, raising ubiquitin-GFP reporter fluorescence; 67,000 tested, under 10 active; AID 526; Potency, µM (doses to about 45.9 µM), inactives show top-dose activation (GFP accumulation), actives largely listed as activators; Ubiquitin-GFP reporter cells, proteasome inhibition, GFP fluorescence; response scale: untreated = 0%, 10 µM MG-132 = 100%; active = well fitted activation curve with a large enough effect, not every such curve was filed as active; inconclusive = small, poorly fitted or top-dose-only effect, or another doubt; inactive = no such curve, though single readings can be large or run the other way; also: potency is read from the fitted curve at half-maximal effect
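U2OS Ub(G76V)-GFP reporter; O/N plating, 0.5% FBS; cpd 46 uM–2.9 nM, 4 h, 37 °C; GFP+ cell count, 488/515 nm; norm. to basal vs 10 uM MG-132; CRC fit.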
Pol III holo inh – inhibitors of bacterial DNA polymerase III holoenzyme | reconstituted DNA polymerase III holoenzyme replication, biochemical | Potency, µM (series often up to 57.1 µM), without a hit: top-dose activity change, negative = inhibition | 71,000 tested, 0.25% active; also: potency is read from the fitted curve at half-maximal effect; % is scaled to controls: 0 for no effect and ±100 for the full control effect
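Reconstituted *E. coli* holoenzyme (0.35 nM Pol III, 1 nM beta, 154 nM SSB, 2 nM primase) was preincubated with compound for 15 min at RT. Synthesis on 1.4 nM ssM13Gori ran 35 min, then was stopped with PicoGreen/EDTA and read as dsDNA fluorescence.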
A350 fluor – A350 region autofluorescence. Compound autofluorescence, 340/450 nm, Alexa 350 dye-equivalents; active compounds read high. max dye-equivalent concentration, M. 59,000 tested, 11% active; in the data active = max dye-equivalent concentration above about 10 nM; inconclusive = mostly about 1.1 nM to 9.6 nM
* = called active by the depositor; [ ] = another dose, or the depositor's remark. Unless noted, calls follow the shape of the dose curve; as a rule, active = well fitted curve in the direction sought with a large enough effect; inconclusive = small, poorly fitted or top-dose-only effect, or another doubt; inactive = no such curve, though single readings can be large; an effect the other way counts as inactive or inconclusive.

How did O=C(Nc1ccc(Br)cc1F)c1sccc1-n1cccc1 do in these assays?
Hsp90 Hop PPI: 3%; HBB splicing: -3.0%; BRCT inh green: -0.1%; Epigenetic mod: -1%; BRCT inh red: -0.4%; CRE-bla Fsk: -15%; ALOX15 inhib: -25%; 4MU fluor: inactive; UbGFP stabilizer: -20%; Pol III holo inh: 5%; A350 fluor: inactive

How did CCS(=O)(=O)N1CCC(NC(=O)c2ccco2)CC1 do in these assays?
Hsp90 Hop PPI: 0%; BRCT inh green: -0.9%; Epigenetic mod: 1%; BRCT inh red: -0.2%; CRE-bla Fsk: -2%; ALOX15 inhib: 3%; 4MU fluor: inactive; UbGFP stabilizer: 0%; Pol III holo inh: -7%; A350 fluor: inactive

Results for CCCCCOc1ccc(C2C(C(C)=O)=C(C)Nc3ncnn32)cc1OC (configuration not stated) ?
Hsp90 Hop PPI: -6%; HBB splicing: 0.0%; BRCT inh green: -0.7%; Epigenetic mod: 2%; BRCT inh red: -0.3%; CRE-bla Fsk: inconclusive; ALOX15 inhib: 2%; 4MU fluor: inactive; UbGFP stabilizer: 4%; Pol III holo inh: 7%; A350 fluor: inactive

How did COc1cccc(N2CCN(C(=O)C3CCCN(S(=O)(=O)c4cnc[nH]4)C3)CC2)c1 (configuration not stated) do in these assays?
Hsp90 Hop PPI: -3%; HBB splicing: -0.6%; BRCT inh green: -1.6%; Epigenetic mod: 0%; BRCT inh red: -0.5%; CRE-bla Fsk: -7%; ALOX15 inhib: 2%; UbGFP stabilizer: 6%; Pol III holo inh: -9%

What do the screens show for `NN(CC(=O)O)CC(=O)O`?
Hsp90 Hop PPI: 0%[11 µM]; HBB splicing: 3.3%[9.22 µM]; BRCT inh green: -2.2%[15.4 µM]; Epigenetic mod: 2%[9.22 µM]; BRCT inh red: -0.9%[15.4 µM]; CRE-bla Fsk: -4%[7.6 µM]; ALOX15 inhib: 6%[11.4 µM]; 4MU fluor: inactive; UbGFP stabilizer: -5%[9.17 µM]; Pol III holo inh: -7%[11.4 µM]; A350 fluor: inactive

Results for CCN(CC(=O)NC1CCS(=O)(=O)C1)C(=O)COc1ccccc1-c1ccccc1 (configuration not stated) ?
Hsp90 Hop PPI: -4%; HBB splicing: -1.9%; BRCT inh green: -1.9%; Epigenetic mod: 1%; BRCT inh red: -0.3%; CRE-bla Fsk: inconclusive; ALOX15 inhib: -24%; 4MU fluor: inactive; UbGFP stabilizer: -2%; Pol III holo inh: 7%; A350 fluor: inactive

How did CC1CCCC(C)N1Cc1cn2ccccc2n1 (configuration not stated) do in these assays?
Hsp90 Hop PPI: -1%; HBB splicing: 0.4%[57.5 µM]; BRCT inh green: 0.9%; Epigenetic mod: -2%; BRCT inh red: -2.1%; CRE-bla Fsk: -12%; ALOX15 inhib: 16%; 4MU fluor: inactive; UbGFP stabilizer: -1%; Pol III holo inh: inconclusive; A350 fluor: inactive

What do the screens show for `Cc1ccccc1NC(=O)Cn1c(C)nc2ccc(NC(=O)C3CC3)cc2c1=O`?
Hsp90 Hop PPI: -4%; BRCT inh green: 0.7%; Epigenetic mod: 5%; BRCT inh red: 0.5%; CRE-bla Fsk: 1%; ALOX15 inhib: -2%; 4MU fluor: inactive; UbGFP stabilizer: -2%; Pol III holo inh: -4%; A350 fluor: inactive

How did CC(=O)Nc1nc(N2C(=O)c3ccccc3C2=O)n(-c2ccccc2)n1 do in these assays?
Hsp90 Hop PPI: -8%; HBB splicing: 0.2%; BRCT inh green: -1.6%; Epigenetic mod: 0%; BRCT inh red: 1.0%; CRE-bla Fsk: inconclusive; ALOX15 inhib: 22%; 4MU fluor: inactive; UbGFP stabilizer: 6%; Pol III holo inh: 2%; A350 fluor: inconclusive

How did CN(C)C(CNC(=O)c1cccnc1Sc1ccccc1)c1ccco1 (configuration not stated) do in these assays?
Hsp90 Hop PPI: -5%; HBB splicing: -1.2%; BRCT inh green: -2.5%; Epigenetic mod: -1%; BRCT inh red: -0.1%; CRE-bla Fsk: -2%; ALOX15 inhib: 5%; 4MU fluor: inconclusive; UbGFP stabilizer: 4%; Pol III holo inh: -2%; A350 fluor: inconclusive

Results for CCOC(=O)C(C)Sc1nnc(-c2ccccc2O)n1Cc1ccccc1 (configuration not stated) ?
Hsp90 Hop PPI: -2%; HBB splicing: 0.8%; BRCT inh green: 0.0%; Epigenetic mod: 0%; BRCT inh red: 0.3%; CRE-bla Fsk: -11%; ALOX15 inhib: -23%; 4MU fluor: inactive; UbGFP stabilizer: 1%; Pol III holo inh: 2%; A350 fluor: inactive

How did O=C(Nc1nn(Cc2ccccc2F)cc1Br)c1cccs1 do in these assays?
Hsp90 Hop PPI: 1%; HBB splicing: 1.7%; BRCT inh green: 0.1%; Epigenetic mod: -1%; BRCT inh red: 1.6%; CRE-bla Fsk: -19%; ALOX15 inhib: -2%; 4MU fluor: inactive; UbGFP stabilizer: 4%; Pol III holo inh: 0%; A350 fluor: inactive

What do the screens show for `CCOC(=O)N1CCN(c2cc(=O)n(C3CCCCC3)c(=O)[nH]2)CC1`?
Hsp90 Hop PPI: 3%; HBB splicing: 0.6%; BRCT inh green: 0.4%; Epigenetic mod: 0%; BRCT inh red: -0.2%; CRE-bla Fsk: -16%; ALOX15 inhib: -1%; 4MU fluor: inactive; UbGFP stabilizer: 13%; Pol III holo inh: 1%; A350 fluor: inactive

How did CCCc1n[nH]c2c1C(=O)C(C(=O)OC)C(C)(C)C2 (configuration not stated) do in these assays?
Hsp90 Hop PPI: -5%; HBB splicing: 0.2%; BRCT inh green: -0.7%; Epigenetic mod: -2%; BRCT inh red: -0.4%; CRE-bla Fsk: 4%; ALOX15 inhib: -4%; UbGFP stabilizer: 1%; Pol III holo inh: 1%

Results for Cc1nn(-c2ccccc2)c2c1C(c1ccco1)C(C#N)=C(N)O2 (configuration not stated) ?
Hsp90 Hop PPI: -8%; HBB splicing: 1.0%; BRCT inh green: -1.4%; Epigenetic mod: 0%; BRCT inh red: 1.3%; CRE-bla Fsk: -19%; ALOX15 inhib: -10%; 4MU fluor: inconclusive; UbGFP stabilizer: 4%; Pol III holo inh: -6%; A350 fluor: inconclusive

Results for CCOC(=O)N1CCN(c2c(-c3ccc(C(C)C)cc3)c(=O)c2=O)CC1 ?
Hsp90 Hop PPI: -4%; HBB splicing: 7.9%[0.369 µM]; BRCT inh green: -2.5%; Epigenetic mod: -2%; BRCT inh red: -0.4%; CRE-bla Fsk: 16%; ALOX15 inhib: inconclusive; 4MU fluor: inactive; UbGFP stabilizer: 3%; Pol III holo inh: -1%; A350 fluor: inactive

What do the screens show for `CCn1cc(C(=O)O)c(=O)c2cnc(N3CCCC3)nc21`?
Hsp90 Hop PPI: 2%[26 µM]; HBB splicing: -0.3%[20.6 µM]; BRCT inh green: -0.5%[3.08 µM]; Epigenetic mod: 2%[20.6 µM]; BRCT inh red: -1.3%; CRE-bla Fsk: 9%[17.1 µM]; ALOX15 inhib: 7%; 4MU fluor: inactive; UbGFP stabilizer: -1%[20.5 µM]; Pol III holo inh: -10%[25.6 µM]; A350 fluor: inconclusive

Results for Cc1ccc(SCc2[nH]nc3c2C2(CCSCC2)C(C#N)=C(N)O3)cc1 ?
Hsp90 Hop PPI: -5%; HBB splicing: -0.6%; BRCT inh green: -0.8%; Epigenetic mod: 0%; BRCT inh red: -0.7%; CRE-bla Fsk: inconclusive; ALOX15 inhib: -27%; 4MU fluor: inactive; UbGFP stabilizer: -4%; Pol III holo inh: -5%; A350 fluor: inactive

What do the screens show for `CC1=C(C(=O)OC2CCCCC2)C(c2cccnc2)n2nnnc2N1` (configuration not stated)?
Hsp90 Hop PPI: -8%; HBB splicing: -1.6%; BRCT inh green: 2.2%; Epigenetic mod: 0%; BRCT inh red: 0.0%; CRE-bla Fsk: inconclusive; ALOX15 inhib: -25%; 4MU fluor: inactive; UbGFP stabilizer: -6%; Pol III holo inh: -14%; A350 fluor: inactive

How did COc1ccc(COC(=O)C2=C(C)NC(=O)NC2c2ccc(O)c(OC)c2)cc1 (configuration not stated) do in these assays?
Hsp90 Hop PPI: -9%[11 µM]; HBB splicing: 1.6%[0.0738 µM]; BRCT inh green: 2.5%; Epigenetic mod: -2%; BRCT inh red: -0.4%; CRE-bla Fsk: inconclusive; ALOX15 inhib: -7%[11.4 µM]; UbGFP stabilizer: 9%[9.17 µM]; Pol III holo inh: -3%[11.4 µM]
